N370S GC – inhibitors or activators of N370S glucocerebrosidase for Gaucher disease. N370S GC spleen homogenate, 4MU-glucoside fluorescence. Potency, µM (titrated, usually from 59.4 µM), without a hit: at the highest dose activity change, negative = inhibition, actives largely listed as inhibitors. 330,000 tested, 0.092% active. AID 2101;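 also: 0% = full enzyme activity and -100% = no enzyme basal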
DT40 TDP1 CPT – growth inhibition of DT40 Tdp1-/-;hTDP1 cells with camptothecin (screen for TDP1 inhibitors); chicken DT40 Tdp1-/-;hTDP1 cells + 20 nM CPT, ATP luminescence, 48 h; Potency, µM (highest dose often 46.2 µM), without a hit: at the highest dose activity change, negative = growth inhibition, usual class: inhibitors; 420,000 tested, 12% active; also: nearly all actives have a fitted effect of over 55% in size
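Chicken DT40 Tdp1-/- cells complemented with human TDP1, 400 cells/well, exposed to compounds plus 20 nM camptothecin for at least 48 h at 37 C; viability read as ATP content by CellTiter-Glo luminescence.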
FEN1 inhibitor – inhibitors of human flap endonuclease 1 | Recombinant FEN1 flap cleavage, fluorescence, 15 min | 390,000 tested, 0.35% active | P39748 | Potency, µM (doses to about 114 µM), without a hit: at the highest dose activity change, negative = inhibition, most hits filed as inhibitors; also: nearly all actives have a fitted effect of over 65% in size
Target sequence (P39748 whole entry, looked up): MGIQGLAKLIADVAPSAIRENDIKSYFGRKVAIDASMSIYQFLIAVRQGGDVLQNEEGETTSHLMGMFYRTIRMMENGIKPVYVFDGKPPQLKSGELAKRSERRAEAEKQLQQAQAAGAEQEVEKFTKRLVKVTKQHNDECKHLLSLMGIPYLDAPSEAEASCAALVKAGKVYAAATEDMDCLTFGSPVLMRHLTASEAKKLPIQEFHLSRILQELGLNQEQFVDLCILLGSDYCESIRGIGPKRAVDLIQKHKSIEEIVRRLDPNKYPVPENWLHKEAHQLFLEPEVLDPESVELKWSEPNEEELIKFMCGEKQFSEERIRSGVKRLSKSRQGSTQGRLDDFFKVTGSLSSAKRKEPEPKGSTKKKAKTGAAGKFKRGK
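FEN1 at 10 nM preincubated with compounds 15 min at room temperature, then flap DNA substrate added at 50 nM final. Signal read at 0 and 15 min; concentration-response fitted with four-parameter Hill equation.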
Active calls of the source: *; ? = inconclusive; . = no result given; & = joins results of further samples. Calls follow the shape of the dose curve; as a rule, active = well fitted curve in the direction sought with a large enough effect; inconclusive = small, poorly fitted or top-dose-only effect, or another doubt; inactive = no such curve, though single readings can be large; an effect the other way counts as inactive or inconclusive. Unless noted, % is scaled to controls: 0 for no effect and ±100 for the full control effect; potency is read from the fitted curve at half-maximal effect. Only part of the results is shown, so the mix of outcomes need not match the whole.

SMILES	N370S GC	DT40 TDP1 CPT	FEN1 inhibitor
COC(=O)[C@@]1(Cc2ccc(F)cc2)[C@H]2c3cc(C(=O)N(C)C)n(Cc4cc(C)n(C)n4)c3C[C@H]2CN1C(=O)c1ccccc1	-22%	?	.
CC(Sc1nnc(Nc2ccccc2)s1)C(=O)Nc1nc(-c2ccccc2)cs1 (configuration not stated)	3%	?	?
Cc1cccc(CN2CCN(C(=O)c3cccc4ccccc34)CC2)c1	-3%	16µM*	5%
COc1cc(C(=O)Nc2ccc3c(c2)N(C2CCCC2)C(=O)c2ccccc2S3)cc(OC)c1OC	.	?	-14%
O=S(=O)(Nn1cnnc1)c1ccccc1Cl	1%	5%	-1%
O=c1[nH]c(O)c(C=Nc2ccc(Cl)cc2Cl)c(=O)[nH]1	2%	13%	-5%
COc1ccc(CCNCc2cc3ccc(C)cc3[nH]c2=O)cc1OC	0%	-17%	-19%
CC(=O)c1c(C)[nH]c(C(=O)COc2ccc3c(C)cc(=O)oc3c2)c1C	.	16µM*	-6%

Additional records follow.
SMILES	N370S GC	DT40 TDP1 CPT	FEN1 inhibitor
COC(=O)c1cccc(/C=N/NC(N)=S)c1O	11%	0.18µM*	0%
O=C(NCCCN1CCN(c2cccc(Cl)c2)CC1)C1(S(=O)(=O)c2ccc(Cl)cc2)CC1	-6%	?	9%
COC(=O)c1ccc(OCC2c3cc(OC)c(OC)cc3CCN2C(=O)c2ccccc2F)cc1 (configuration not stated)	.	?	-7%
Cc1oc2ccc(O)cc2c1C(=O)c1ccc(Cl)cc1	21%	-22%	-24%
Cc1ccc(C(=O)C(C)OC(=O)CCN=C2NS(=O)(=O)c3ccccc32)cc1 (configuration not stated)	1%	-13%	-1%
CCC(C)C1Nc2ccc(C(=O)NCc3ccc4c(c3)OCO4)cc2NC1=O (configuration not stated)	1%	?	-4%
O=C(CCc1ccccn1)N1CCCC(Nc2cccc(F)c2)C1 (configuration not stated)	-21%	-7%	13%
COc1ccc(NC(=O)c2ccc3c(=O)n4c(nc3c2)CCCCC4)cc1	-1%	?	-11%

(further entries)
SMILES	N370S GC	DT40 TDP1 CPT	FEN1 inhibitor
COc1ccc(Cl)cc1NC(=S)NCCN1CCOCC1	-8%	-9%	2%
Nc1ncnc2c1c(I)cn2C1OC(CO)C(O)C1O (configuration not stated)	11%&-5%&7%&3%	0.49µM*	.
Cc1c(CCOC(=O)CC23CC4CC(CC(C4)C2)C3)sc[n+]1CC(=O)c1ccc(Br)cc1	13%	?	-1%
CCNC(=S)N1CCN(CC)CC1	-6%	0%	0%
COc1ccccc1C(CNC(=O)c1cccc(S(=O)(=O)Nc2ccc(C)cc2)c1)N1CCCC1 (configuration not stated)	-8%	?	-12%
Nc1ccc(C#Cc2ccccc2)cc1	4%	4%	-6%
Cc1ccc(C(=O)N/N=C/c2cn(Cc3ccccc3)c3ccccc23)cn1	-28%	?	-4%
CC(=O)Nc1nc(N(C)C)nc(N(C)C)n1	4%	2%	2%

Remaining list, next part:
SMILES	N370S GC	DT40 TDP1 CPT	FEN1 inhibitor
Fc1ccc(C2CC(c3cccs3)=NN2C(=S)Nc2ccccc2)cc1 (configuration not stated)	11%	?	?
COc1cc(C(=S)N2CCOCC2)cc(Br)c1OS(=O)(=O)c1ccccc1	-8%	?	-2%
CCOC(=O)c1cc(S(=O)(=O)Nc2cc(OC)ccc2OC)[nH]n1	.	?	3%
Clc1ccc(OCc2nn3c(C4CCCCC4)nnc3s2)c(Cl)c1	28%	-15%	-7%
COc1cc(CC(=O)Nc2ncc(C)s2)cc(OC)c1OC	-9%	?	-5%
CCOC(=O)CSCC(=O)N1N=C(c2cccs2)CC1c1ccc(F)cc1 (configuration not stated)	25%	15µM*	-13%
O=C(c1ccccn1)c1ncc(C(F)(F)F)cc1Cl	-4%	-3%	-2%
Fc1ccc(N2CCN(C(c3cccs3)c3nnnn3CCc3ccccc3)CC2)cc1 (configuration not stated)	10%	?	-1%

An excerpt from above, reduced to N370S GC and FEN1 inhibitor:
SMILES	N370S GC	FEN1 inhibitor
COc1cc(C(=S)N2CCOCC2)cc(Br)c1OS(=O)(=O)c1ccccc1	-8%	-2%
CCOC(=O)c1cc(S(=O)(=O)Nc2cc(OC)ccc2OC)[nH]n1	.	3%
Clc1ccc(OCc2nn3c(C4CCCCC4)nnc3s2)c(Cl)c1	28%	-7%

Further structures follow:
SMILES	N370S GC	DT40 TDP1 CPT	FEN1 inhibitor
COc1ccc(CN(C(=O)c2snc(C(N)=O)c2N)C(CC(C)C)C(=O)NC2CCCCC2)cc1 (configuration not stated)	4%	?	-22%
COc1cccc(Cn2c(=O)cnc3cnc(N4CCOCC4)nc32)c1	2%	-6%	.
OCC[C@H]1C[C@H](O)[C@@H](O)[C@@]2(CCc3ccccc3CO2)O1	-3%	-2%	20%
Cc1cc(Cl)ccc1OCC(=O)NNC(=O)c1ccco1	1%	-6%	20%
CCN(CC)S(=O)(=O)c1ccc2c(c1)N(CC(=O)N1CCN(c3ccc(OC)cc3)CC1)C(=O)CO2	.	21µM*	-4%
N#Cc1ccc(NC(=O)COCc2cc(-c3ccc(F)cc3)on2)cc1	.	?	1%
CCCN(C(=O)c1cccc(-n2cccc2)c1)c1c(N)n(Cc2ccccc2)c(=O)[nH]c1=O	-1%	-9%	-6%
COCCn1nnnc1C(c1ccccc1)N1CCN(c2ccccc2)CC1 (configuration not stated)	8%	-2%	9%

Continuation.
SMILES	N370S GC	DT40 TDP1 CPT	FEN1 inhibitor
Cc1nn(CC(=O)NCCCN2CCCC2)c(=O)c2nn(-c3ccccc3)c(C)c12	-16%	2%	-4%
Cc1ccc(N=Cc2cc(Cl)cc(Cl)c2O)nc1	1%	?	10%
CC(C)(C)c1nn2cnnc2n(/N=C/c2cccc3ccccc23)c1=O	-8%	-26%	-9%
Cc1ccsc1-c1nc(CN(C)C(C2CC2)C2CC2)c(C)o1	-13%	?	-16%
O=c1[nH]ncc(N2CCN(Cc3ccccc3)CC2)c1Cl	1%	7%	-3%
C=CCCN(C(C)C(=O)OC)S(=O)(=O)c1ccccc1Br (configuration not stated)	-12%	.	10%
Cc1cccc(C(=O)N[C@H](C(=O)Nc2cccc(S(=O)(=O)N3CCCC3)c2)C(C)C)c1	2%	?	-7%
O=C(O)C1C2C=CC3(CN(CC(O)COc4ccccc4)C(=O)C13)O2 (configuration not stated)	3%	-27%	-1%

(list continues)
SMILES	N370S GC	DT40 TDP1 CPT	FEN1 inhibitor
CN(C(=O)c1cccnc1)c1nnc(-c2cccnc2)s1	-17%	0%	-5%
CCCN1CCN(c2ncnc3sc(C(=O)Nc4ccc(N(CC)CC)cc4C)c(C)c23)CC1	.	23µM*	-9%
COc1ccc(CN2C(=O)c3ccccc3C2C(=O)NC2CCC(C)CC2)c(OC)c1 (configuration not stated)	21%	-29%	-1%
Cn1c(SCC(=O)N2CCN(c3ccccc3)CC2)nnc1-c1cc2ccccc2o1	-7%	?	1%
O=C(Cc1ccc(-n2c(=O)[nH]c3ccccc3c2=O)cc1)N1CCN(c2ccccc2)CC1	.	?	6%
CCN1CCN(CCCNC(=O)c2ccc3c(c2)N(Cc2ccccc2)CCS3)CC1	?	23µM*	-16%
O=c1cc(N2CCCC2)c(-c2ccccc2)n[nH]1	4%	-9%	9%
O=C(Nc1ccc(N2CCOCC2)cc1)NC1CCCCC1	3%	-4%	-2%

(list continues)
SMILES	N370S GC	DT40 TDP1 CPT	FEN1 inhibitor
COc1cc(/C=C2/C(=N)N3C(=NC2=O)SN=C3S(=O)(=O)C(C)C)ccc1OC(=O)c1ccco1	-1%	3%	-1%
O=CN(Cc1ccccc1)c1cc([N+](=O)[O-])ccc1OCc1ccccc1	.	-15%	-18%
Clc1nnc(N/N=C/c2ccccc2)c2ccccc12	1%	?	-6%
CCn1c(CSc2ncccn2)nnc1SCC(=O)N1CCc2ccccc21	6%	?	1%
CCCc1cc(C(=O)OC)c2ccccc2n1	10%	-23%	2%
Cc1ccc(-c2cc(NC(=O)c3ccccc3[N+](=O)[O-])n[nH]2)cc1	-16%	?	-1%
O=C(O)CCNC(=O)c1ccc(NC(=O)Cc2ccc(Cl)cc2)cc1	1%	14%	1%
O=C(NCCN1CCOCC1)c1ccc(Cl)c(S(=O)(=O)N2CCCCC2)c1	?	-23%	-3%

Later entries.
SMILES	N370S GC	DT40 TDP1 CPT	FEN1 inhibitor
COc1ccc(NC(=O)c2ccc(NCCN3C(=O)CCC3=O)c([N+](=O)[O-])c2)cc1	-4%	16%	-5%
COc1ccc2[nH]c(=O)c(CN(C(C)=O)c3cccc(C)c3)cc2c1	-16%	-13%	1%
Cc1nc2nc(C)c(CCC(=O)N3CCc4ccccc43)c(C)n2n1	12%	-2%	-12%
COc1cccc(CNCCNC(=O)c2ccco2)c1OC	3%	-7%	3%
COc1ccc([C@H]2C(C(=O)O)=C[C@@H](CC3CCCC3)N2S(=O)(=O)c2ccc(C)cc2)cc1OC	.	6%	-8%
COc1ccc(CSC2=CS(=O)(=O)c3ccccc3N2)cc1	1%	5%	-4%
COc1cccc(NC(=O)c2ccnc(N3CCC(C(=O)NCc4cc(OC)ccc4OC)CC3)c2)c1	?	23µM*	-2%
CCOC(=O)c1ccc(NC(=O)CSCC(=O)OCC(=O)c2ccccc2)cc1	-10%	-18%	2%

Remaining list, next part:
SMILES	N370S GC	DT40 TDP1 CPT	FEN1 inhibitor
CC(OC(=O)CNC(=O)c1ccc(Cl)cc1)C(=O)NC1CCCCC1C (configuration not stated)	-3%	15%	1%
Cc1cc(C)c(Cn2c3ccccc3c3cnn(CC(=O)NC4CCC(C)CC4)c(=O)c32)c(C)c1 (configuration not stated)	.	13µM*	-2%
CC1(CCc2ccccc2)NC(=O)N(CC(=O)N2CCCCCC2)C1=O (configuration not stated)	0%	3%	-2%
CC(=O)C1CCC2C3CC(C)C4=CC(=O)CCC4(C)C3C(=O)CC12C (configuration not stated)	.	-9%	-2%
CS(=O)(=O)Cc1ccc(C(=O)NCC2(N3CCCCC3)CCCCC2)cc1	-5%	0%	6%
COCCn1c(-c2ccccc2)csc1=Nc1cccnc1	-2%	16µM*	-22%
O=C(c1csc2c1CCCC2)N1CCN(c2cccc(C(F)(F)F)c2)CC1	-2%	?	-22%
Cn1nnnc1CCOCCc1nnnn1C	-4%	?	7%

Remaining list, next part.
SMILES	N370S GC	DT40 TDP1 CPT	FEN1 inhibitor
O=C(NCc1ccccc1)c1ccc(C(=O)NCc2ccccc2)cc1	.	-4%	-14%
CC1CN(C(=O)COC(=O)c2ccc3ncsc3c2)CC(C)O1 (configuration not stated)	.	-1%	-15%
CCCCn1c(=N)n(CC(=O)c2ccco2)c2ccccc21	1%	?	-9%
CCC(=O)N1c2ccc(S(=O)(=O)CCC(=O)Nc3nccs3)cc2CC1C (configuration not stated)	-7%	?	2%
COc1cc(OC)cc(C(=O)NCCCCc2ccccc2)c1	.	?	3%
Cc1ccc(NC(=O)CSc2nc3c(cc2C#N)C(=O)CCC3)cc1S(=O)(=O)N(C)C	-3%	?	-7%
CCOC(=O)c1c(NC(=O)CSc2nc(-c3ccc(OC)cc3)cc(C(F)(F)F)n2)sc(C)c1C	.	?	-1%
O=C(C1c2ccccc2Oc2ccccc21)N1CCN(c2ccc(Cl)cc2)CC1	6%	?	-5%

Record cards, from the list above. Values in the order: N370S GC	DT40 TDP1 CPT	FEN1 inhibitor
`COc1cc(OC)cc(C(=O)NCCCCc2ccccc2)c1` across the screens: .	?	3%
`Cc1ccc(NC(=O)CSc2nc3c(cc2C#N)C(=O)CCC3)cc1S(=O)(=O)N(C)C` across the screens: -3%	?	-7%
`CCC(=O)N1c2ccc(S(=O)(=O)CCC(=O)Nc3nccs3)cc2CC1C` (configuration not stated) across the screens: -7%	?	2%

Next section:
SMILES	N370S GC	DT40 TDP1 CPT	FEN1 inhibitor
CCCCCCC(=O)Nc1ccc2nc3c(=O)n(C)c(=O)n(C)c3nc2c1C	.	3%	-4%
O=C(NCCN1CCOCC1)c1cc(-c2ccccc2Cl)on1	-1%	-14%	-16%
CC(NC(=O)NNC(N)=S)(C(F)(F)F)C(F)(F)F	-11%	-22%	-3%
CCOc1ccc(OCC(=O)NCCS(=O)(=O)N2CCN(c3ccc(F)cc3)CC2)cc1	-6%	-21%&-29%	-6%&-1%
C[C@H](CO)N1C[C@H](C)[C@H](CN(C)S(=O)(=O)c2cccs2)Oc2ccc(NC(=O)Nc3ccc4c(c3)OCO4)cc2CC1=O	.	?	-15%
C[C@@H]1C2CC(C/C2=N\NC(=O)c2ccncc2)C1(C)C (some centres not stated)	1%	1%	-16%
Cc1ccc(-n2nnnc2SCC(=O)NCCc2ccccc2)cc1C	.	-17%	-14%
COc1cccc(C(=O)NCc2cn3cccc(C)c3n2)c1	.	-4%	-3%
COc1cc(C(=O)Nc2ccc(-c3nc4cc(C)c(C)cc4o3)cc2)cc(OC)c1OC	.	?	-2%

Screens from PubChem.
